Screening data as filed in PubChem.
PME-1 inh: PME-1 inhibitors via competitive probe labeling, primary screen, biochemical, fluorescence polarization, FP-Rh probe, HTS | Protein phosphatase methylesterase 1 (Homo sapiens), Q9Y570 | 320,000 tested, 0.53% active | inhibition, % at 5.9 µM | AID 2130, 2009 | recombinant PME-1;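 active = inhibition above the campaign mean of all compounds plus 3 SD, cut at about 26% in these data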;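 note: competitive labeling of PME-1 active site by serine hydrolase directed probe; 0% = PME-1 with DMSO and 100% = wells lacking PME-1 enzyme; inhibitors block probe labeling so polarization falls and inhibition rises; many of its hits are not listed in these tables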
PAD4 FP inh: human PAD4 inhibitors, primary screen, biochemical, fluorescence polarization, 1536-well format; 330,000 tested, 0.41% active; Protein-arginine deiminase type-4 (Homo sapiens), Q9UM07; inhibition, % at 6.36 µM; AID 485272, 2010; recombinant PAD4, RCA probe fluorescence polarization;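 active = percent inhibition above a cutoff equal to the mean of all tested compounds plus 3 SD, cut at about 15% in these data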;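 note: 0% = PAD4 with RCA probe and DMSO and 100% = probe without PAD4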
Target sequence (Q9UM07 whole entry, looked up): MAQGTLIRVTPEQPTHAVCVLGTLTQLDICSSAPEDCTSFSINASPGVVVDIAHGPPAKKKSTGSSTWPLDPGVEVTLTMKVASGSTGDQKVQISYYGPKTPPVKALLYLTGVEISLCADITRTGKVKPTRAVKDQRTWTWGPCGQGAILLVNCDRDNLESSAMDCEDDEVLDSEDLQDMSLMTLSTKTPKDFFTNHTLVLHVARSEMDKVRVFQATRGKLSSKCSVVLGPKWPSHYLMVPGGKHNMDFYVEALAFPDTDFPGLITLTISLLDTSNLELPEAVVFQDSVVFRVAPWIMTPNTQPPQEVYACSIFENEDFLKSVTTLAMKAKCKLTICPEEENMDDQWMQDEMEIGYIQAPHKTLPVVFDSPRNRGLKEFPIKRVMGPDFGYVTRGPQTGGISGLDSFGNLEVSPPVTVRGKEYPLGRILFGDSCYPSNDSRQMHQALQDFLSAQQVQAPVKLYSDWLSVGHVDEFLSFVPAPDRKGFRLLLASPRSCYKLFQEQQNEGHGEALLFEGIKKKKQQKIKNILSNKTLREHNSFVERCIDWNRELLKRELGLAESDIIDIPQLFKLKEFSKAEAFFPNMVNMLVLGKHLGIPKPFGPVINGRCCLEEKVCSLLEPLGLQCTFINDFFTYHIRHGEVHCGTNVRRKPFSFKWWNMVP
LYPLA1 counter: LYPLA1 inhibitors, primary screen, counter-screen for PME1 inhibitor project, biochemical, fluorescence polarization, FP-Rh probe ABPP; Acyl-protein thioesterase 1 (Homo sapiens), O75608; recombinant LYPLA1; inhibition, % at 5.9 µM; 320,000 tested, 0.16% active; AID 2174, 2009;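 active = inhibition above the mean of all tested compounds plus 3 SD, set per campaign, cut at about 14% in these data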;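 note: inhibitors block serine hydrolase probe labeling of LYPLA1 so polarization falls; 0% = enzyme with DMSO and 100% = wells lacking LYPLA1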
PAFAH2 FP inh: PAFAH2 enzyme inhibitors, primary screen, biochemical, fluorescence polarization, human. Platelet-activating factor acetylhydrolase 2, cytoplasmic (Homo sapiens), Q99487. recombinant PAFAH2, FP-rhodamine activity probe. inhibition, % at 3.39 µM. 340,000 tested, 0.99% active;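 active = inhibition above the mean over all tested compounds plus 3 SD, cut at about 30% in these data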;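 note: inhibitors block probe labeling of enzyme so polarization drops; 0% = enzyme with DMSO and 100% = wells lacking PAFAH2 protein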
GSTO1 counter: inhibitors of recombinant GSTO1, primary screen, counter-screen for RBBP9 inhibitor project, biochemical, fluorescence polarization; Glutathione S-transferase omega-1 (Homo sapiens), P78417; AID 1974, 2009; 300,000 tested, 1.1% active; activity-based probe fluorescence polarization; inhibition, % at 5.96 µM;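 active = inhibition above the campaign mean inhibition plus 3 SD, cut at about 35% in these data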;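 note: 0% = GSTO1-1 with DMSO and 100% = wells lacking GSTO1-1 enzyme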
pPAFAH inh: pPAFAH enzyme inhibitors, primary screen, biochemical, fluorescence polarization, human | recombinant pPAFAH, FP-rhodamine probe fluorescence polarization | inhibition, % at 3.39 µM | 330,000 tested, 1.5% active | AID 463082, 2010;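 active = inhibition above the mean inhibition across the screen plus 3 SD, cut at about 25% in these data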;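 note: inhibitors block binding of the rhodamine activity-based probe so polarization drops; 0% = enzyme with DMSO and 100% = wells lacking pPAFAH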
PAFAH1B3 inh: PAFAH1B3 enzyme inhibitors, primary screen, biochemical, fluorescence polarization, human. Platelet-activating factor acetylhydrolase IB subunit alpha1 (Homo sapiens), Q15102. recombinant PAFAH1B3, FP-rhodamine probe. inhibition, % at 3.39 µM. 340,000 tested, 0.28% active. AID 492972, 2010;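 active = inhibition above the screen-wide average of all tested compounds plus 3 SD, cut at about 25% in these data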;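 note: 0% = enzyme with DMSO only and 100% = wells lacking PAFAH1B3 protein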
Target sequence (Q15102 whole entry, looked up): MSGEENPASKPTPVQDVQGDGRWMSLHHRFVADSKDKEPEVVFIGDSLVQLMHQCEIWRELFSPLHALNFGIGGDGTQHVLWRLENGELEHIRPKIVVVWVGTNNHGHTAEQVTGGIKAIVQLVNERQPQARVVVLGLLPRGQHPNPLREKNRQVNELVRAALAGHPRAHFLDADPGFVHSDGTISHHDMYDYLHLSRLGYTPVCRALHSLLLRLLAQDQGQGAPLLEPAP
PAFAH1B2 inh: PAFAH1B2 enzyme inhibitors, primary screen, biochemical, fluorescence polarization, human; recombinant PAFAH1B2, FP-rhodamine activity probe; inhibition, % at 3.39 µM; 340,000 tested, 1.2% active;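 active = inhibition above the mean of all tested compounds plus 3 SD, cut at about 24% in these data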;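 note: 0% = enzyme with DMSO and 100% = wells lacking PAFAH1B2; many of its hits are not listed in these tables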
LYPLA2 counter: LYPLA2 inhibitors, primary screen, counter-screen for PME1 inhibitor project, biochemical, fluorescence polarization, FP-Rh probe ABPP; Acyl-protein thioesterase 2 (Homo sapiens), O95372; AID 2177, 2009; recombinant LYPLA2; 320,000 tested, 0.38% active; inhibition, % at 5.9 µM;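 active = inhibition above the screen-wide mean plus 3 SD, limit set per campaign, cut at about 26% in these data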;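 note: 0% = LYPLA2 with DMSO and 100% = wells lacking LYPLA2 enzyme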
* = called active by the depositor. Only part of the results is shown, so the mix of outcomes need not match the whole.

For CC(C)N1CCc2c(sc(NC(=O)c3ccco3)c2C(N)=O)C1 the results were PME-1 inh -9, PAD4 FP inh -7, LYPLA1 counter -4, PAFAH2 FP inh 1, GSTO1 counter 13, pPAFAH inh -7, PAFAH1B3 inh 2, PAFAH1B2 inh -7 and LYPLA2 counter -9.
COc1ccc(-c2cc3ccccc3s2)cc1[C@H]1[C@H]2C=CC[C@@H](C)[C@@H]2C(=O)N1Cc1ccccc1 was read as PME-1 inh 3, PAD4 FP inh 1, LYPLA1 counter 0, PAFAH2 FP inh 3, GSTO1 counter 5, pPAFAH inh 2, PAFAH1B3 inh -7, PAFAH1B2 inh -1 and LYPLA2 counter 1.
`COc1ccccc1-c1cc(-c2ccccc2)nc(SC(C(N)=O)c2ccccc2)c1C#N` (stereo not given) gave PME-1 inh -10, PAD4 FP inh -6, LYPLA1 counter -8, PAFAH2 FP inh -9, GSTO1 counter -8, pPAFAH inh 10, PAFAH1B3 inh 4, PAFAH1B2 inh 2 and LYPLA2 counter -8.
`O=C1CC(N2CCC(C(=O)N3CCCCC3)CC2)C(=O)N1` (stereo not given) gave PME-1 inh -2, PAD4 FP inh 4, LYPLA1 counter 6, PAFAH2 FP inh -3, GSTO1 counter 7, pPAFAH inh 6, PAFAH1B3 inh 5, PAFAH1B2 inh -2 and LYPLA2 counter 8.
`C=CCn1c(SCc2nc(N)nc(N3CCCCC3)n2)nnc1-c1ccco1` gave PME-1 inh 2, PAD4 FP inh 0, LYPLA1 counter 3, PAFAH2 FP inh 1, GSTO1 counter 2, pPAFAH inh 3, PAFAH1B3 inh -1, PAFAH1B2 inh 4 and LYPLA2 counter 7.
CCC(=O)N(C)CCc1cc2c(c(OC)c1/C=N/NC(=O)c1ccccc1O)OCO2 was read as PME-1 inh 1, PAD4 FP inh -3, LYPLA1 counter 2, PAFAH2 FP inh 1, GSTO1 counter -1, pPAFAH inh 2, PAFAH1B3 inh 2, PAFAH1B2 inh 1 and LYPLA2 counter 2.
CCOc1ncccc1C(=O)OCC(=O)Nc1ncc(C(F)(F)F)cc1Cl was read as PME-1 inh -3, PAD4 FP inh -3, LYPLA1 counter 0, PAFAH2 FP inh 17, GSTO1 counter 1, pPAFAH inh 27*, PAFAH1B3 inh 0, PAFAH1B2 inh -3 and LYPLA2 counter 5.
COC(=O)c1ccccc1NC(=O)Nc1cccc(C)n1 was read as PME-1 inh 3, PAD4 FP inh -2, LYPLA1 counter 2, PAFAH2 FP inh -10, GSTO1 counter -4, pPAFAH inh 3, PAFAH1B3 inh -2, PAFAH1B2 inh -2 and LYPLA2 counter 7.
Cc1ccc(C)c(OCC(=O)O/N=C(\N)c2ccccn2)c1 was read as PME-1 inh -4, PAD4 FP inh -2, LYPLA1 counter -4, PAFAH2 FP inh -5, GSTO1 counter 0, pPAFAH inh 1, PAFAH1B3 inh 1, PAFAH1B2 inh 6 and LYPLA2 counter -1.
`C[C@@H]1[C@H](O)C[C@@]23COC(=O)C2=CCCC3[C@@]1(C)CCC1COC(=O)C1` (stereo not given in full) gave PME-1 inh 4, PAD4 FP inh 1, LYPLA1 counter -1, PAFAH2 FP inh 0, GSTO1 counter -2, pPAFAH inh 6, PAFAH1B3 inh -4, PAFAH1B2 inh 1 and LYPLA2 counter 4.
`COc1ccc(OC)c(CNC(=O)C2CCN(C(=O)N(C)C)CC2)c1` gave PME-1 inh 1, PAD4 FP inh 2, LYPLA1 counter 2, PAFAH2 FP inh 3, GSTO1 counter 6, pPAFAH inh 2, PAFAH1B3 inh -1, PAFAH1B2 inh -4 and LYPLA2 counter 7.
`CN1CCN(NC(=O)Nc2cccc(Cl)c2Cl)CC1` gave PME-1 inh 1, PAD4 FP inh -4, LYPLA1 counter -1, GSTO1 counter -3, pPAFAH inh 1 and LYPLA2 counter -1.
O=C1N=c2ccccc2=C1c1sc(NS(=O)(=O)c2ccccc2)nc1O was read as PME-1 inh 1, PAD4 FP inh -9, LYPLA1 counter -1, PAFAH2 FP inh 7, GSTO1 counter 2, pPAFAH inh 16, PAFAH1B3 inh 6, PAFAH1B2 inh 15 and LYPLA2 counter 2.
Screening Cc1ccsc1C(=O)OCc1csc(-c2ccccc2)n1 returned PME-1 inh 5, PAD4 FP inh -1, LYPLA1 counter 0, PAFAH2 FP inh -2, GSTO1 counter 2, pPAFAH inh 1, PAFAH1B3 inh 0, PAFAH1B2 inh 4 and LYPLA2 counter 1.
Screening CCc1noc(C)c1C(=O)N1CCC(CCC(=O)Nc2cccc(C)c2)CC1 returned PME-1 inh 4, PAD4 FP inh -1, LYPLA1 counter 1, PAFAH2 FP inh -1, GSTO1 counter 3, pPAFAH inh 2, PAFAH1B3 inh 4, PAFAH1B2 inh 5 and LYPLA2 counter -3.
For Cc1ccc(-c2cc(C(F)F)n3ncc(C(=O)N4CCCc5ccccc54)c3n2)cc1 the results were PME-1 inh -1, PAD4 FP inh -3, LYPLA1 counter 1, PAFAH2 FP inh 0, GSTO1 counter 0, pPAFAH inh 0, PAFAH1B3 inh 9, PAFAH1B2 inh 4 and LYPLA2 counter -6.
For Cc1ccc(S(=O)(=O)c2c[nH]c3cc4c(cc3c2=O)OCO4)cc1 the results were PME-1 inh -3, PAD4 FP inh -1, LYPLA1 counter 1, GSTO1 counter 11, pPAFAH inh -8 and LYPLA2 counter 2.
O=C1NNC(=O)C1c1ccccc1 was read as PME-1 inh -2, PAD4 FP inh -3, LYPLA1 counter -6, PAFAH2 FP inh 5, GSTO1 counter 7, pPAFAH inh -5, PAFAH1B3 inh 11, PAFAH1B2 inh 12 and LYPLA2 counter -4.
Screening CCCCOc1ccccc1C(=O)NCCCC(=O)O returned PME-1 inh -2, PAD4 FP inh 5, LYPLA1 counter 0, PAFAH2 FP inh 4, GSTO1 counter -5, pPAFAH inh 2, PAFAH1B3 inh 2, PAFAH1B2 inh 3 and LYPLA2 counter 10.
For Cc1onc(-c2ccccc2)c1C(=O)NNC(=S)NC(=O)c1ccc2c(c1)OCO2 the results were PME-1 inh -1, PAD4 FP inh 0, LYPLA1 counter -1, PAFAH2 FP inh 3, GSTO1 counter -20, pPAFAH inh 4, PAFAH1B3 inh 1, PAFAH1B2 inh 5 and LYPLA2 counter 3.
CCN1C(=O)/C(=C\N2CCCCCC2)SC1=S was read as PME-1 inh -2, PAD4 FP inh -1, LYPLA1 counter 0, PAFAH2 FP inh 11, GSTO1 counter 13, pPAFAH inh 2, PAFAH1B3 inh -3, PAFAH1B2 inh 7 and LYPLA2 counter 4.
COc1ccc(C)cc1S(=O)(=O)N1CCCCC1 was read as PME-1 inh 1, PAD4 FP inh -1, LYPLA1 counter 0, PAFAH2 FP inh 0, GSTO1 counter -2, pPAFAH inh 0, PAFAH1B3 inh 0, PAFAH1B2 inh 6 and LYPLA2 counter 2.
Screening CN(C)S(=O)(=O)Oc1ccccc1C(=O)Nc1ccccc1Cl returned PME-1 inh -3, PAD4 FP inh 0, LYPLA1 counter -2, PAFAH2 FP inh 2, GSTO1 counter -3, pPAFAH inh 1, PAFAH1B3 inh -11, PAFAH1B2 inh 1 and LYPLA2 counter 7.
c1ccc2c(c1)[nH]c1ccncc12 was read as PME-1 inh -1, PAD4 FP inh 2, LYPLA1 counter 1, PAFAH2 FP inh -3, GSTO1 counter 5, pPAFAH inh -3, PAFAH1B3 inh -4, PAFAH1B2 inh -1 and LYPLA2 counter 5.
For CC(C(=O)Nc1ccc(C(=O)O)cc1)N1C(=O)c2ccccc2C1=O (stereo not given) the results were PME-1 inh -9, PAD4 FP inh -8, LYPLA1 counter 3, PAFAH2 FP inh 4, GSTO1 counter 7, pPAFAH inh -6, PAFAH1B3 inh 9, PAFAH1B2 inh -1 and LYPLA2 counter 4.
CCOC(=O)C1CCN(CCC(=O)Nc2cccc(Cl)c2)CC1 was read as PME-1 inh -5, PAD4 FP inh -3, LYPLA1 counter 0, PAFAH2 FP inh 3, GSTO1 counter 0, pPAFAH inh -5, PAFAH1B3 inh 8, PAFAH1B2 inh 13 and LYPLA2 counter -1.
`Cc1oc(-c2ccccc2)cc1C(=O)Nc1ccc(N(C)C)cc1` gave PME-1 inh 13, PAD4 FP inh 2, LYPLA1 counter -2, PAFAH2 FP inh 1, GSTO1 counter 1, pPAFAH inh 11, PAFAH1B3 inh 9, PAFAH1B2 inh 7 and LYPLA2 counter -1.
For CCCCOc1nc2ccccc2nc1C(C#N)C(=O)NC1CCCCC1 (stereo not given) the results were PME-1 inh -9, PAD4 FP inh 3, LYPLA1 counter -3, PAFAH2 FP inh 2, GSTO1 counter 0, pPAFAH inh 4, PAFAH1B3 inh -5, PAFAH1B2 inh 4 and LYPLA2 counter -3.
`CC1OC(C)(C)OC1C1CNc2nc(NC(=O)C(C)(C)C)[nH]c(=O)c2N1C(=O)c1cccnc1` (stereo not given) gave PME-1 inh -4, PAD4 FP inh 2, LYPLA1 counter 0, PAFAH2 FP inh 1, GSTO1 counter 0, pPAFAH inh -1, PAFAH1B3 inh -1, PAFAH1B2 inh 2 and LYPLA2 counter 0.
O=C(Nc1ccccc1F)C(=Cc1sc(N2CCOCC2)nc1-c1ccccc1)C(=O)Nc1ccccc1F was read as PME-1 inh 4, PAD4 FP inh 4, LYPLA1 counter 0, PAFAH2 FP inh -2, GSTO1 counter 2, pPAFAH inh 7, PAFAH1B3 inh -2, PAFAH1B2 inh -2 and LYPLA2 counter 6.
For Cc1cccc(NC(=O)CN2C(=O)NC(C)(c3ccc4c(c3)OCO4)C2=O)c1 (stereo not given) the results were PME-1 inh -1, PAD4 FP inh -3, LYPLA1 counter -2, PAFAH2 FP inh -1, GSTO1 counter 3, pPAFAH inh 4, PAFAH1B3 inh 6, PAFAH1B2 inh 3 and LYPLA2 counter 0.

Structures above containing a COOH group (two):
Screening CCCCOc1ccccc1C(=O)NCCCC(=O)O returned PME-1 inh -2, PAD4 FP inh 5, LYPLA1 counter 0, PAFAH2 FP inh 4, GSTO1 counter -5, pPAFAH inh 2, PAFAH1B3 inh 2, PAFAH1B2 inh 3 and LYPLA2 counter 10.
For CC(C(=O)Nc1ccc(C(=O)O)cc1)N1C(=O)c2ccccc2C1=O (stereo not given) the results were PME-1 inh -9, PAD4 FP inh -8, LYPLA1 counter 3, PAFAH2 FP inh 4, GSTO1 counter 7, pPAFAH inh -6, PAFAH1B3 inh 9, PAFAH1B2 inh -1 and LYPLA2 counter 4.
